Screens from PubChem BioAssay.
Hsp90 Hop PPI: changes Hsp90-Hop TPR2A binding signal, up or down; AlphaScreen TPR2A-His6 binding biotin-Hsp90 C-terminal peptide; AID 595; Potency, µM (titrated, usually from 57 µM), inactives show top-dose activity change, negative = inhibition; 71,000 tested, 0.44% active; active = well fitted curve in either direction with a large enough effect; inconclusive = small, poorly fitted or top-dose-only effect, or another doubt; also: potency is read from the fitted curve at half-maximal effect; % is scaled to controls: 0 for no effect and ±100 for the full control effect; many of its hits are not listed in these tables
TexasRed autofl: compounds fluorescent in Texas Red spectral region | Compound fluorescence, Texas Red channel, 547/618 nm; stronger effect = higher value | max dye-equivalent concentration, M | 59,000 tested, 0.06% active; in the data active = max dye-equivalent concentration above about 10 nM; inconclusive = between about 1.1 nM and that limit
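qHTS profiling of intrinsic compound fluorescence; 100 mM Tris pH 8.0; 15 min RT; ex 547 / em 618 nm; response expressed as Texas Red dye-equivalent concentration from six-point plate standard.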
Rhodamine autofl: rhodamine region autofluorescence. Rhodamine-region fluorescence, 547/598 nm, Tris buffer; stronger effect = higher value. max dye-equivalent concentration, M. 59,000 tested, 0.05% active. AID 594; in the data active = max dye-equivalent concentration above about 11 nM; inconclusive = between about 1.1 nM and that limit
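Steps: pin-transfer compounds into pH 8.0 Tris (100 mM), hold 15 min at room temperature, image with a 547/598 nm filter pair, and convert intensities to rhodamine-equivalent concentration using a six-point on-plate rhodamine series.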
DNA Pol III inh: blocks replication by bacterial DNA polymerase III holoenzyme; reconstituted DNA polymerase III holoenzyme replication, biochemical; Potency, µM (top dose mostly 57.1 µM), inactives show top-dose activity change, negative = inhibition; 71,000 tested, 0.25% active; AID 603; also: potency is read from the fitted curve at half-maximal effect; % is scaled to controls: 0 for no effect and ±100 for the full control effect
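Reconstituted *E. coli* holoenzyme (0.35 nM Pol III, 1 nM beta, 154 nM SSB, 2 nM primase) was preincubated with compound for 15 min at RT. Synthesis on 1.4 nM ssM13Gori ran 35 min, then was stopped with PicoGreen/EDTA and read as dsDNA fluorescence.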
Ub-GFP proteasome: ubiquitin-GFP accumulation via proteasome inhibition | 67,000 tested, under 10 active | Potency, µM (doses to about 45.9 µM), inactives show top-dose activation (GFP accumulation), hits mostly activators | AID 526 | Ubiquitin-GFP reporter cells, proteasome inhibition, GFP fluorescence; response scale: untreated = 0%, 10 µM MG-132 = 100%; active = well fitted activation curve with a large enough effect, not every such curve was filed as active; inconclusive = small, poorly fitted or top-dose-only effect, or another doubt; inactive = no such curve, though single readings can be large or run the other way; also: potency is read from the fitted curve at half-maximal effect
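GFP accumulation read-out: laser plate cytometry counting ubiquitin(G76V)-GFP-expressing U2OS cells after 4 hr compound exposure at 37 °C. Titrations spanned 46 uM to 2.9 nM; 0% = basal, 100% = 10 uM MG-132; concentration-response curves fitted.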
4MU fluor: compound fluoresces in the 4-MU spectral region | compound autofluorescence, 340/450 nm, 4-MU equivalents; stronger effect = higher value | max dye-equivalent concentration, M | 59,000 tested, 11% active; in the data active = max dye-equivalent concentration above about 10 nM; inconclusive = mostly about 1.1 nM to 9.6 nM
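Compounds in 100 mM Tris, pH 8.0, sat 15 min at room temperature before fluorescence was read at 340 nm excitation/450 nm emission; a per-plate six-point 4-MU standard curve converted signals to dye-equivalent concentration at each compound concentration.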
15-hLO inh: blocks human 15-lipoxygenase activity | P16050 | purified 15hLO-1, xylenol orange hydroperoxide absorbance | Potency, µM (doses to about 57.1 µM), for the others: at the highest dose activity change, negative = inhibition, usual class: inhibitors | 74,000 tested, 1.4% active; also: potency is read from the fitted curve at half-maximal effect; % is scaled to controls: 0 for no effect and ±100 for the full control effect; nearly all actives have a fitted effect of over 55% in size
Target sequence (P16050 whole entry, looked up): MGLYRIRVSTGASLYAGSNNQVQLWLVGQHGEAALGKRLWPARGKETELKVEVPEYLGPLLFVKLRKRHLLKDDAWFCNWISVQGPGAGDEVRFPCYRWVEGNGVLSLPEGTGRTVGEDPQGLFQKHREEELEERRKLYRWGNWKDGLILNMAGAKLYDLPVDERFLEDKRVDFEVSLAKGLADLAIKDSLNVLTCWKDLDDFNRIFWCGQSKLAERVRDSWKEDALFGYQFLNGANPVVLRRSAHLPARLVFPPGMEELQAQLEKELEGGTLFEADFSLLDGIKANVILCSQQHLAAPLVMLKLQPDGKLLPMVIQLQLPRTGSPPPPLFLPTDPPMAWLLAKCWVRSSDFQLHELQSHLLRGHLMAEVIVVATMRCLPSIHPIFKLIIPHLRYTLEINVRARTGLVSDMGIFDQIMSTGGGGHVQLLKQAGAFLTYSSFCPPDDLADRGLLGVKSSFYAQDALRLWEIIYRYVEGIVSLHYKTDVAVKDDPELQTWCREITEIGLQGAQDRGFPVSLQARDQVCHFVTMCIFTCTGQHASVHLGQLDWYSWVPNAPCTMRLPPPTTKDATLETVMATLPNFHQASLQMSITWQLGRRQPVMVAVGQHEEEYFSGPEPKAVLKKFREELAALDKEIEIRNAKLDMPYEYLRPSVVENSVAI
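40 nM 15hLO-1 + cpd, 15 min RT; start w/ 50 uM AA (final), 6 min RT; stop/detect w/ 200 uM XO + 300 uM Fe(II) in 50 mM H2SO4, 30 min; A573/A405. Buffer 25 mM Hepes pH 7.5, 0.01% Triton X-100. No-enzyme wells as negative control.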
Fluorescein fluor: compound fluoresces in the fluorescein spectral region; Compound autofluorescence, 480/540 nm, fluorescein-equivalent; stronger effect = higher value; max fluorescein-equivalent concentration, M; 59,000 tested, 0.91% active; AID 593; in the data active = max fluorescein-equivalent concentration above about 10 nM; inconclusive = between about 1.1 nM and that limit
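Read-out is intrinsic compound fluorescence at 480/540 nm (excitation/emission), expressed as dye-equivalent concentration using a fluorescein standard series run on every plate. Compounds sat 15 min at room temperature in 100 mM Tris, pH 8.0.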
Epigenetic mod: derepresses silenced GFP locus in mouse C127i cells; mouse C127i GFP locus derepression, cytometry, 30 h; 68,000 tested, 0.09% active; AID 597; Potency, µM (highest dose often 46.1 µM), for inactives: at the highest dose GFP derepression (activation); also: % of control where 0% means no effect
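Derepression screen: silenced CMV-GFP reporter in murine C127i cells, 30 h compound incubation at 37 C, washed cells imaged by laser-scanning cytometer to enumerate GFP-expressing objects of 20 to 120 um.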
HBB splice mod: alters splicing of the hemoglobin beta chain; HBB splicing reporter cell assay, activation; EGFP reporter with mutant IVS2-654 intron; response scale: normalised to 500 nM splice-correcting PNA; Potency, µM (titrated, usually from 46.1 µM), inactives show top-dose activation, usual class: activators; 65,000 tested, 0.06% active; AID 925; also: potency is read from the fitted curve at half-maximal effect; 0% is about no effect
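HeLa cells stably expressing EGFP interrupted by mutant beta-globin intron 2 (IVS2-654), 500/well in 2% FCS. Treated with compound for 2 days at 37C. Splicing correction scored as total well GFP intensity (488 nm excitation, 500-520 nm emission); 500 nM antisense PNA served as control.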
HADH2 inhib: HADH2 (human) dehydrogenase inhibition; Q99714; recombinant HADH2, NADH fluorescence, beta-hydroxybutyryl-CoA; Potency, µM (top dose mostly 57.1 µM), for the others: at the top dose activity change, negative = inhibition, usual class: inhibitors; 73,000 tested, 3.4% active; AID 886; also: potency is read from the fitted curve at half-maximal effect; % is scaled to controls: 0 for no effect and ±100 for the full control effect; nearly all actives have a fitted effect of over 60% in size; many of its hits are not listed in these tables
Target sequence (Q99714 whole entry, looked up, one chain of several): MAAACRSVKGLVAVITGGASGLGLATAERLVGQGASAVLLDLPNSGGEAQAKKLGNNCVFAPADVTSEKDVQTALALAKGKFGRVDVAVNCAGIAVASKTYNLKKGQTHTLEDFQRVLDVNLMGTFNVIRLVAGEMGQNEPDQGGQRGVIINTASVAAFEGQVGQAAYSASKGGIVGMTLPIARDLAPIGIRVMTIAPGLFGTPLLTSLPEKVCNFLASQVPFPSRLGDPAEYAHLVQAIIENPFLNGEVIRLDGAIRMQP
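His-tagged recombinant enzyme from E. coli, 20 nM, preincubated 15 min RT with compound; reaction started with 1 mM NAD+ and 90 uM beta-hydroxybutyryl-CoA in 100 mM Tris-HCl pH 9.0. NADH fluorescence (ex 360/em 450) read over 4 min; last-minus-first difference.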
An asterisk follows results filed as active; [ ] = dose if it differs, or a comment. Unless noted, calls follow the shape of the dose curve; as a rule, active = well fitted curve in the direction sought with a large enough effect; inconclusive = small, poorly fitted or top-dose-only effect, or another doubt; inactive = no such curve, though single readings can be large; an effect the other way counts as inactive or inconclusive.

How did CCOC(=O)c1ccc(NC(=O)CC2C(=O)N(c3cccc(OC)c3)C(=O)N2CCOC)cc1 (stereo unspecified) do in these assays?
Hsp90 Hop PPI: -6%; TexasRed autofl: inactive; Rhodamine autofl: inactive; DNA Pol III inh: 8%; Ub-GFP proteasome: -9%; 4MU fluor: inactive; 15-hLO inh: -1%; Fluorescein fluor: inactive; Epigenetic mod: -2%; HBB splice mod: 2.1%; HADH2 inhib: 7%

What do the screens show for `O=C(CCNc1cccc(Cl)c1)c1ccco1`?
Hsp90 Hop PPI: -2%; TexasRed autofl: inactive; Rhodamine autofl: inactive; DNA Pol III inh: -2%; Ub-GFP proteasome: 4%; 4MU fluor: inactive; 15-hLO inh: 3%; Fluorescein fluor: inactive; Epigenetic mod: -5%; HBB splice mod: -0.3%; HADH2 inhib: -8%

Results for O=C(COc1ccccc1)Nc1nn[nH]n1 ?
Hsp90 Hop PPI: -8%; TexasRed autofl: inactive; Rhodamine autofl: inactive; DNA Pol III inh: -2%; Ub-GFP proteasome: -7%; 4MU fluor: inactive; 15-hLO inh: 2%; Fluorescein fluor: inconclusive; Epigenetic mod: -3%; HBB splice mod: -1.2%; HADH2 inhib: -3%

What do the screens show for `CN1CC[C@@]2(CCCN(C(=O)c3cccc(F)c3)C2)C1`?
Hsp90 Hop PPI: 1%; TexasRed autofl: inactive; Rhodamine autofl: inactive; DNA Pol III inh: 0%; Ub-GFP proteasome: 0%; 4MU fluor: inactive; 15-hLO inh: -5%; Fluorescein fluor: inactive; Epigenetic mod: -2%[9.22 µM]; HBB splice mod: 1.5%; HADH2 inhib: 8%

How did COC(=O)c1cccc(S(=O)(=O)N2CCC(n3nnc4cc(F)ccc43)CC2)c1 do in these assays?
Hsp90 Hop PPI: 5%; TexasRed autofl: inactive; Rhodamine autofl: inactive; DNA Pol III inh: -2%; Ub-GFP proteasome: 0%; 4MU fluor: inactive; 15-hLO inh: -10%; Fluorescein fluor: inactive; Epigenetic mod: -1%; HADH2 inhib: -6%

Results for Nc1ccc(S(=O)(=O)c2cccc(N)c2)cc1 ?
Hsp90 Hop PPI: 2%; TexasRed autofl: inactive; Rhodamine autofl: inactive; DNA Pol III inh: -3%; Ub-GFP proteasome: -10%; 4MU fluor: inactive; 15-hLO inh: -2%; Fluorescein fluor: inactive; Epigenetic mod: 0%; HBB splice mod: 3.6%; HADH2 inhib: 0%

How did CCCCCCCCCCCCC1CO1 (stereo unspecified) do in these assays?
Hsp90 Hop PPI: -4%; DNA Pol III inh: -1%; 15-hLO inh: -4%; HBB splice mod: 0.2%; HADH2 inhib: 2%

Results for CN(C)C(=O)[C@]1(C)C[C@H]1[C@H](NC(=O)CNC(=O)[C@@H]1CCCN1C(=O)[C@]1(C)C[C@H]1[C@H](NC(=O)OCc1ccccc1)c1ccccc1)c1ccccc1 ?
Hsp90 Hop PPI: -1%; DNA Pol III inh: 6%; 15-hLO inh: -19%; HBB splice mod: -0.5%; HADH2 inhib: -21%

Results for c1ccc2c(c1)CCN(c1nc3cc4c(cc3s1)OCO4)C2 ?
Hsp90 Hop PPI: -12%; TexasRed autofl: inactive; Rhodamine autofl: inactive; DNA Pol III inh: 3%; Ub-GFP proteasome: -1%; 4MU fluor: 1.5e-08M*; 15-hLO inh: 10µM*; Fluorescein fluor: inconclusive; Epigenetic mod: 2%; HBB splice mod: -2.0%[57.5 µM]; HADH2 inhib: 16µM*

What do the screens show for `COc1ccc(CCNc2oc(-c3ccc(OC)c(OC)c3)nc2C#N)cc1`?
Hsp90 Hop PPI: inconclusive; TexasRed autofl: inconclusive; Rhodamine autofl: inactive; DNA Pol III inh: 0%; Ub-GFP proteasome: 0%; 4MU fluor: 1.3e-08M*; 15-hLO inh: -11%; Fluorescein fluor: inconclusive; Epigenetic mod: 2%; HBB splice mod: -4.4%[0.369 µM]; HADH2 inhib: 32µM*

Results for NC(=O)CSc1nnc2n(-c3ccccc3)c(=O)c3c4c(sc3n12)CCCCC4 ?
TexasRed autofl: inactive; Rhodamine autofl: inactive; 4MU fluor: inactive; Fluorescein fluor: inactive; Epigenetic mod: 2%[20.6 µM]

How did CCOc1ccc2oc(-c3ccccc3)c(C(=O)N3CCN(C)CC3)c2c1 do in these assays?
Hsp90 Hop PPI: -5%; DNA Pol III inh: 0%; Ub-GFP proteasome: -6%; 15-hLO inh: -6%; Epigenetic mod: 5%; HBB splice mod: -3.6%; HADH2 inhib: inconclusive

What do the screens show for `O=C(NC12CC3CC(CC(C3)C1)C2)N1CCC(O)(c2ccc3c(c2)OCO3)CC1`?
Hsp90 Hop PPI: 2%; TexasRed autofl: inactive; Rhodamine autofl: inactive; DNA Pol III inh: -1%; Ub-GFP proteasome: 0%; 4MU fluor: inactive; 15-hLO inh: -1%; Fluorescein fluor: inactive; Epigenetic mod: 1%; HADH2 inhib: 14%

What do the screens show for `CCn1c(/N=C/c2c[nH]c3ccccc23)nc2ccccc21`?
Hsp90 Hop PPI: -19%; TexasRed autofl: inconclusive; Rhodamine autofl: inactive; DNA Pol III inh: -3%; Ub-GFP proteasome: -5%; 4MU fluor: inactive; 15-hLO inh: -30%; Fluorescein fluor: inconclusive; Epigenetic mod: 6%; HBB splice mod: 1.4%[57.5 µM]; HADH2 inhib: 8%

How did Cn1c(Cc2ccccc2)nnc1SCC(=O)NC1CCCCC1 do in these assays?
Hsp90 Hop PPI: -4%; DNA Pol III inh: 0%; Ub-GFP proteasome: -3%; 15-hLO inh: 11%; Epigenetic mod: -3%; HBB splice mod: -1.0%; HADH2 inhib: 8%

Results for Cc1ccc(S(=O)(=O)NC(=O)N2CCC(C)CC2)cc1 ?
Hsp90 Hop PPI: -1%; TexasRed autofl: inactive; Rhodamine autofl: inactive; DNA Pol III inh: 2%; Ub-GFP proteasome: -1%; 4MU fluor: inactive; 15-hLO inh: 8%; Fluorescein fluor: inconclusive; Epigenetic mod: 1%; HBB splice mod: -0.2%[57.5 µM]; HADH2 inhib: -5%

What do the screens show for `Cn1c(/N=C/c2cc(Cl)ccc2O)nc2ccccc21`?
Hsp90 Hop PPI: -3%; TexasRed autofl: inactive; Rhodamine autofl: inactive; DNA Pol III inh: -14%; Ub-GFP proteasome: -3%; 4MU fluor: inconclusive; 15-hLO inh: 5%; Fluorescein fluor: inactive; Epigenetic mod: -3%; HBB splice mod: 1.4%; HADH2 inhib: -1%

How did Cc1noc(C)c1C(=O)NCCC1=CCCCC1 do in these assays?
Hsp90 Hop PPI: 4%; TexasRed autofl: inactive; Rhodamine autofl: inactive; DNA Pol III inh: -1%; Ub-GFP proteasome: -1%; 4MU fluor: inconclusive; 15-hLO inh: -6%; Fluorescein fluor: inconclusive; Epigenetic mod: 3%; HBB splice mod: 7.7%; HADH2 inhib: 10%

How did CCCn1c(=N)c(C(=O)NCc2ccc3c(c2)OCO3)cc2c(=O)n3cccc(C)c3nc21 do in these assays?
Hsp90 Hop PPI: -2%; TexasRed autofl: inactive; Rhodamine autofl: inactive; DNA Pol III inh: -20%; Ub-GFP proteasome: 1%; 4MU fluor: 1.9e-07M*; 15-hLO inh: -13%; Fluorescein fluor: 1.4e-08M*; Epigenetic mod: 0%; HBB splice mod: 1.1%[1.84 µM]; HADH2 inhib: 24%

What do the screens show for `COc1ccc(NC(=O)c2ccccc2NC(=O)C2CCCO2)cc1` (stereo unspecified)?
Hsp90 Hop PPI: 2%; TexasRed autofl: inactive; Rhodamine autofl: inactive; DNA Pol III inh: 0%; Ub-GFP proteasome: 2%; 4MU fluor: inactive; 15-hLO inh: 0%; Fluorescein fluor: inactive; Epigenetic mod: -3%; HBB splice mod: 0.4%; HADH2 inhib: 8%

Results for Cc1ccc(S(=O)(=O)Nc2nncs2)cc1 ?
Hsp90 Hop PPI: 0%; TexasRed autofl: inactive; Rhodamine autofl: inactive; DNA Pol III inh: -3%; Ub-GFP proteasome: -6%; 4MU fluor: inactive; 15-hLO inh: -7%; Fluorescein fluor: inactive; Epigenetic mod: 0%; HBB splice mod: -2.1%; HADH2 inhib: -21%

Results for COc1ccccc1NC(=O)C1=C(C)Nc2ncnn2C1c1ccccc1C (stereo unspecified) ?
Hsp90 Hop PPI: -3%; TexasRed autofl: inconclusive; Rhodamine autofl: inactive; DNA Pol III inh: 1%; Ub-GFP proteasome: 2%; 4MU fluor: inactive; 15-hLO inh: 7%; Fluorescein fluor: inactive; Epigenetic mod: 0%; HBB splice mod: -0.3%; HADH2 inhib: 5%

Only part of the results is shown. The share of hits here may be higher or lower than overall.
